# Screening results deposited in PubChem BioAssay by Broad Institute.
# Cneo AK release – Cryptococcus neoformans cell lysis inducers, primary screen, AK release luminescence, single concentration | lysis activity, % at 15 µM | hit rate 0.2% among 360,000 | AID 651654, 2012 | C. neoformans lysis, adenylate kinase release luminescence, 4 h; normalised: neutral wells 0, clomiphene wells 100;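 active = mean lysis activity across replicates of at least 80%, whatever share of replicates individually reach that level; inactive = mean lysis activity below 80%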
#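 Test system: log-phase Cryptococcus neoformans yeast cells. Input: 5 × 10^6 yeast cells/mL. Medium: fresh YPD growth medium. Doses: single dose. Incubation: static 4 h at 37 °C with compound, 1 h detection. Measured by: luminescent adenylate kinase detection reagent. Read-out: signal increase indicating cell lysis. Benchmarks: Clomiphene.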
# ARNT TACC3 PPI – disruptors of ARNT/TACC3 protein interaction, primary screen, biochemical, AlphaScreen, single concentration. Transforming acidic coiled-coil-containing protein 3 (Homo sapiens), Q9Y6A5. AlphaScreen His-ARNT PAS-B/GST-TACC3 binding, luminescence; TACC3 fragment carries E629A point mutation. inhibition, % at 9.99 µM. hit rate 0.66% among 390,000;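 active = mean inhibition of replicates at least 50% and at least half of replicates each reaching 50%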;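 note: 0% = complete ARNT plus TACC3 wells and 100% = ARNT alone without TACC3; many hits fall short of the cut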
# LGR2 inh – inhibitors of bursicon-induced LGR2 CRE-luciferase signal, primary screen, cell-based, HEK293, CRE-luciferase reporter, bursicon stimulation | hit rate 0.35% among 380,000 | inhibition, % at 9.99 µM | bursicon-stimulated, 4 h | AID 720647, 2013;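 active = drop in luminescence signal, shown as inhibition above about 50% in the replicate tests, limit read from the data, passing the limit was not always enough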;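 note: agonist challenge used bursicon conditioned medium at about half maximal strength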
# C2C12 statin – suppressors of statin myotoxicity in C2C12 myotubes, primary screen, cell-based, single point, plate reader. rescue of ATP level, % at 7.49 µM. AID 602340, 2012. C2C12 myotubes + simvastatin, ATP luminescence, 48 h; scaled: DMSO 0, geranylgeraniol control 100. hit rate 0.78% among 330,000;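 active = mean ATP rescue above about 67%, or every replicate alone reaching that limit, limit read from the data, passing the limit was not always enough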;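 note: myotubes were challenged with 10 µM simvastatin during compound exposure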
# PglD DTNB – C. jejuni PglD acetyltransferase inhibitors, primary screen, biochemical, DTNB colorimetric, single point; purified PglD enzyme, DTNB colorimetric CoA detection; inhibition, % at 12.5 µM; hit rate 0.098% among 360,000; AID 602405, 2012; in the data active = inhibition above about 16%, passing the limit was not always enough; note: strong numbers were not always called active
# PGC1a acetyl inh – inhibitors of PGC1a acetylation signal, primary screen, cell-based, U2OS, AlphaScreen, inhibitor mode; AlphaScreen anti-acetyl-lysine; with virally co-expressed GCN5 acetyltransferase; hit rate 0.17% among 350,000; inhibition, % at 15.6 µM;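 active = every replicate shows inhibition of at least 40%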;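 note: 0% = neutral control wells and 100% = positive control wells; some results beyond the cut were filed as inactive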
# PAX8 reporter – inhibitors of PAX8-driven TPO luciferase reporter, primary screen, RMG-I cells, single concentration; inhibition, % at 12.6 µM; hit rate 1.2% among 360,000; SteadyGlo, 24 h;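 active = mean replicate inhibition at least 60% with every replicate also reaching 60%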;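 note: luciferase light reporting Pax8 driven TPO promoter activity; plate controls were median of neutral control wells for no effect and mitoxantrone controls for full effect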
# INS-1E GSIS act – GLuc luminescence reporter in INS-1E cells, primary screen for activators of glucose-dependent secretion of insulin | hit rate 0.61% among 370,000 | INS-1E GLuc reporter insulin secretion, 2-3 h | activation, % at 16.6 µM | AID 743287, 2014;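 active = lowest replicate activation of at least 40%, so every replicate reaches that level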;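 note: 0% = median of neutral control wells and 100% = median of IBMX positive control wells; some compounds called inactive have numbers as strong as hits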
# Numbers without * were called inactive; . = no result given. Rows were taken by chance (roughly 2.9% active in at least one column).
SMILES,Cneo AK release,ARNT TACC3 PPI,LGR2 inh,C2C12 statin,PglD DTNB,PGC1a acetyl inh,PAX8 reporter,INS-1E GSIS act
C=CCn1c(Cc2cccs2)nnc1SCC(=O)Nc1ccc(OC)cc1,2,-1,.,3,3,0,30,.
Cc1cccc(S(=O)(=O)NC(=O)C2(C)CCN2C(=O)Cc2cc(F)ccc2F)c1 (configuration not stated),0,.,-5,6,0,7,8,13
CCCN1Cc2cccc(C(=O)Nc3cc(OC)cc(OC)c3)c2C1=O,-1,-18,5,12,-3,-21,.,9
CCc1ccc(CN(C)C(=O)CCc2nc3ccccc3n(-c3ccc(OC)cc3)c2=O)cc1,.,-1,36,.,.,-12,16,-4
CO[C@H]1CN(C)C(=O)c2cc(NC(C)=O)ccc2OC[C@@H](C)N(C(=O)CC2CC2)C[C@@H]1C,-4,-12,4,1,2,0,.,-3
C[C@@H]1CCCCO[C@H](CN(C)C(=O)Nc2ccc3c(c2)OCO3)[C@H](C)CN([C@@H](C)CO)C(=O)c2cc(NC(=O)CCC(F)(F)F)ccc2O1,-3,7,4,.,2,-3,.,-8
COc1ccc(OC)c(-c2csc(NC(=O)c3ccc(F)cc3)n2)c1,-4,0,1,-31,-5,-8,6,6
CN(C)CC(=O)N1[C@H](C(=O)NC2CCC2)[C@@H](CO)[C@@H]2Cn3c(ccc(-c4cccc(F)c4)c3=O)[C@@H]21,2,.,6,6,-2,.,4,-1
CCN(CC)CCC(=O)c1ccc(F)cc1,.,-2,-15,.,.,3,4,4
O=C(C1CCCCC1)N(Cc1nc2sc3c(c2c(=O)[nH]1)CCCC3)Cc1cccs1,-1,-3,.,42,1,0,.,.
CCOC(=O)CCCNC(=O)COC(=O)/C=C/c1ccc2c(c1)OCO2,.,-4,-2,.,.,3,7,4
C[C@H](CO)N1C[C@H](C)[C@H](CN(C)C(=O)c2ccccc2)OCCCC[C@H](C)Oc2ccc(NC(=O)Nc3ccc(F)cc3)cc2C1=O,0,12,7,.,8,5,22,-10
CCC(=O)Nc1ccc2c(c1)C(=O)N(C)[C@H]1CC[C@H](CC(=O)N[C@@H](C)c3ccccc3)O[C@H]1CO2,26,-3,-2,12,2,-6,6,2
COc1ccc(S(=O)(=O)NCCc2ccncc2)cc1,7,0,-6,7,1,.,5,9
Clc1ccc(-c2cn3cc(Cl)ccc3n2)cc1,.,-11,38,.,.,.,-52,6

# Just ARNT TACC3 PPI, C2C12 statin and Cneo AK release (3 entries from above):
SMILES	ARNT TACC3 PPI	C2C12 statin	Cneo AK release
C=CCn1c(Cc2cccs2)nnc1SCC(=O)Nc1ccc(OC)cc1	-1	3	2
Cc1cccc(S(=O)(=O)NC(=O)C2(C)CCN2C(=O)Cc2cc(F)ccc2F)c1 (configuration not stated)	.	6	0
CCCN1Cc2cccc(C(=O)Nc3cc(OC)cc(OC)c3)c2C1=O	-18	12	-1

# Next compounds follow:
SMILES,Cneo AK release,ARNT TACC3 PPI,LGR2 inh,C2C12 statin,PglD DTNB,PGC1a acetyl inh,PAX8 reporter,INS-1E GSIS act
COc1ccc(OC)c(N(CC(=O)N2CCN(c3cc(Cl)ccc3C)CC2)S(C)(=O)=O)c1,-2,33,.,1,-2,-14,.,.
Cc1nc(-c2ccc(NC(=O)c3ccccc3Br)cc2)cs1,.,1,-69,.,.,.,-195,-4
O=C(C[C@@H]1CC[C@@H]2[C@H](COC[C@H](O)CN2Cc2ccccc2F)O1)N1CCc2ccccc2C1,-3,-4,5,25,4,-5,-102,-18
CCN(CC)C(=O)c1nc[nH]c1C(=O)N1CCc2ccccc2C1,2,-7,-4,0,-8,.,12,6
CC(C)NC(=O)N(C)C[C@@H]1OCCCC[C@@H](C)Oc2ccc(NC(=O)CCCN(C)C)cc2C(=O)N([C@H](C)CO)C[C@H]1C,1,-2,-4,.,0,5,-10,4
C#CCOCCOCCOCCNc1nc(N2CCN(C(=O)CCCCCCCCCCNC(=O)Cn3cc(C[C@@H](C)O)nn3)CC2)nc(N2CCN(C(=O)CCCCCCCCCCNC(=O)[C@@H](CCSC)n3cc(CCO)nn3)CC2)n1,1,-35,.,-30,4,.,.,.
COCCN(C(=O)CCC(=O)Nc1cc(C)on1)C(C(=O)NC(C)(C)C)c1cccc(OC)c1OC (configuration not stated),-2,-4,-5,2,8,8,-5,-3
COc1c(Cl)ccc(Cl)c1C(=O)NC(=O)Nc1nc(C)cc(C)n1,-1,-10,2,-1,5,-2,13,-4
CCN1C(=O)[C@@H]2Cc3c([nH]c4ccccc34)C(c3ccc(OC)cc3)N2C1=S (some centres not stated),-1,-7,.,-1,-1,-3,.,.
CCc1cccc(NC(=O)Cc2cn(C)c3ccccc23)c1,3,4,.,5,-2,-2,-16,.
CN(Cc1ccccc1)C(=O)COC(=O)c1cncc(Br)c1,.,-2,3,.,.,.,-8,11
C[C@H]1CN([C@@H](C)CO)S(=O)(=O)c2ccc(C#Cc3cccc(F)c3)cc2O[C@H]1CN(C)S(=O)(=O)c1cn(C)cn1,-4,-6,35,11,1,0,.,-23
CC(C)C[C@H](NC(=O)Nc1cccc(Cl)c1)C(=O)O,0,0,.,-6,1,4,.,.
O=C(O)c1ccc(/C=N/NC(=O)c2ccc(NS(=O)(=O)c3cccs3)cc2)cc1,-1,.,-2,.,6,-8,-7,-6
C[C@@H]1CN([C@@H](C)CO)C(=O)c2cc(C3=CCCCC3)cnc2O[C@H]1CN(C)C(=O)c1ccc2c(c1)OCO2,-1,2,-2,22,-1,-3,21,-35

# Structures listed so far that contain a thiophene ring, fused or not, in the order listed:
SMILES,Cneo AK release,ARNT TACC3 PPI,LGR2 inh,C2C12 statin,PglD DTNB,PGC1a acetyl inh,PAX8 reporter,INS-1E GSIS act
C=CCn1c(Cc2cccs2)nnc1SCC(=O)Nc1ccc(OC)cc1,2,-1,.,3,3,0,30,.
O=C(C1CCCCC1)N(Cc1nc2sc3c(c2c(=O)[nH]1)CCCC3)Cc1cccs1,-1,-3,.,42,1,0,.,.
O=C(O)c1ccc(/C=N/NC(=O)c2ccc(NS(=O)(=O)c3cccs3)cc2)cc1,-1,.,-2,.,6,-8,-7,-6

# The listing continues:
SMILES,Cneo AK release,ARNT TACC3 PPI,LGR2 inh,C2C12 statin,PglD DTNB,PGC1a acetyl inh,PAX8 reporter,INS-1E GSIS act
O=S(=O)(NC(=S)Nc1ccccc1)c1ccc(F)cc1,-1,-3,12,18,-1,1,0,-6
Cc1c(N=C2N=C(NC(=O)c3ccc(F)cc3)c3ccccc32)c(=O)n(-c2ccccc2)n1C,.,1,-32,.,.,7,-16,4
CC1CCc2c(sc(NC(=O)COC(=O)c3ccc(NC(=O)CC#N)cc3)c2C#N)C1 (configuration not stated),0,-6,-18,-3,1,-3,-18,6
COc1c(C)cc(Br)cc1C(=O)Nc1ccc(N2CCN(S(C)(=O)=O)CC2)cc1,2,-7,-4,.,-3,5,.,5
CCn1c(SCC(=O)Nc2ccc(N(C)C)cc2)nnc1-c1cccc(C)c1,-1,1,6,6,3,8,.,-1
Cc1cccc(C)c1NC(=O)CN1C(=O)S/C(=C\c2cccn2-c2cccc(C(=O)O)c2)C1=O,0,-9,16,3,-10,7,.,19
COCCCNC(=O)C(=O)Nc1ccc2c(c1)N(S(=O)(=O)c1cccs1)CCC2,-3,-1,9,-88,4,-3,44,-4
N=C(N)SCCN,-1,0,16,-15,-2,2,7,.
COC(=O)c1ccc(C2C(Oc3ccc(OC)cc3)C(=O)N2CCc2ccc(OC)c(OC)c2)cc1 (configuration not stated),0,-2,-4,.,35*,.,-7,7
CC(=O)CCc1ccc(OCCCOc2cccc3cccnc23)cc1,1,26,-36,-1,-2,13,-68,-35
O=C(Nc1cccc(S(=O)(=O)NC2=NCCC2)c1)C1CCCCC1,0,-5,12,6,3,6,7,6
CCOC(=O)c1c(C)[nH]c(C(=O)CSc2nnnn2-c2ccccc2)c1C,0,-7,.,-9,0,8,.,.
COCC(=O)Nc1ccc2c(c1)[C@@H]1C[C@H](CC(=O)NCc3ccccc3F)O[C@H](CO)[C@@H]1O2,-2,-8,-5,-1,2,3,4,4
O=C1c2ccccc2CN1CCNS(=O)(=O)c1ccc2ccccc2c1,5,-4,40,15,-2,.,.,28
COCCSc1nnc(NC(=O)c2ccc(NC(C)=O)cc2)s1,2,-7,3,-5,-2,2,-17,11

# Single records, from the list above. Order of screens: Cneo AK release	ARNT TACC3 PPI	LGR2 inh	C2C12 statin	PglD DTNB	PGC1a acetyl inh	PAX8 reporter	INS-1E GSIS act
# Record of COc1c(C)cc(Br)cc1C(=O)Nc1ccc(N2CCN(S(C)(=O)=O)CC2)cc1 : 2	-7	-4	.	-3	5	.	5
# Record of N=C(N)SCCN : -1	0	16	-15	-2	2	7	.
# Record of Cc1cccc(C)c1NC(=O)CN1C(=O)S/C(=C\c2cccn2-c2cccc(C(=O)O)c2)C1=O : 0	-9	16	3	-10	7	.	19

# New compounds follow.
SMILES,Cneo AK release,ARNT TACC3 PPI,LGR2 inh,C2C12 statin,PglD DTNB,PGC1a acetyl inh,PAX8 reporter,INS-1E GSIS act
O=C(C[C@H]1C=C[C@H](NC(=O)c2ccncc2)[C@H](CO)O1)NCC1CCCCC1,54,8,6,-1,4,4,.,-4
O=C(O)CSc1nnnn1C1CCCCC1,.,4,15,.,.,-1,6,4
O=C(COc1ccc(Cl)cc1)N(Cc1cccs1)C1CCS(=O)(=O)C1 (configuration not stated),-7,-1,5,2,3,-8,-13,.
CCCCCc1nc2c(C#N)c(-c3ccc(Cl)cc3)ccn2n1,1,41,.,-28,2,-5,6,.
CC(C)c1nnc(NC(=O)CCN2C(=O)c3ccccc3C2=O)s1,0,-3,2,-1,-5,-4,.,17
NC(=O)c1ccc(NC(=O)CN2CCOCC2)cc1,7,23,0,3,3,-4,1,6
S=c1[nH]nc(-c2ccc3ccccc3n2)n1-c1ccc(Cl)cc1,1,.,2,1,10,1,-6,12
C[C@@H]1CN([C@@H](C)CO)C(=O)Cc2cc(NC(=O)CCN3CCOCC3)ccc2O[C@H]1CN(C)CC1CC1,6,6,-13,31,-2,-1,4,-2
COc1cc2ncnc(NCCc3ccccc3)c2cc1OC,.,6,44,.,.,18,16,-44
CCOC(=O)c1ccc(NC(=S)Nc2ccc(Cl)cn2)cc1,.,25,40,.,.,1,-16,7
C[C@@H]1CN([C@@H](C)CO)C(=O)Cc2cc(NS(C)(=O)=O)ccc2O[C@@H]1CN(C)C(=O)Nc1ccccc1,-3,-2,4,1,3,4,-6,16
C[C@@H]1CCCCO[C@@H](CN(C)C)[C@H](C)CN([C@@H](C)CO)C(=O)c2cc(NC(=O)Nc3ccc(F)cc3)ccc2O1,.,.,-3,33,.,7,-6,-3
CCOC(=O)c1c(NC(=O)COC(=O)c2nc(Cl)ccc2Cl)sc(C(=O)NC)c1C,-1,-4,0,-15,0,.,10,-3

# A few values from the list:
# `S=c1[nH]nc(-c2ccc3ccccc3n2)n1-c1ccc(Cl)cc1` in LGR2 inh → 2
# `C[C@@H]1CCCCO[C@@H](CN(C)C)[C@H](C)CN([C@@H](C)CO)C(=O)c2cc(NC(=O)Nc3ccc(F)cc3)ccc2O1` in LGR2 inh → -3
# `O=C(O)CSc1nnnn1C1CCCCC1` in ARNT TACC3 PPI → 4
# `C[C@@H]1CN([C@@H](C)CO)C(=O)Cc2cc(NS(C)(=O)=O)ccc2O[C@@H]1CN(C)C(=O)Nc1ccccc1` in PglD DTNB → 3
